Peg3 promoter: inhibitors of Peg3 promoter; HeLa PEG-Prom luciferase reporter, luminescence, overnight; 1.7% of 360,000 active; inhibition, % at 20 µM;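 active = inhibition of at least 50% at 20 µM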
CaV13 FRET inh: Primary screen for inhibitors of IQ motif and Ca2+-dependent inactivation inhibitor domain binding in CACNA1D, Förster resonance energy transfer in living cells, … | HEK cells, CFP/YFP FRET ICDI-IQ, plate reader, 10 min; percent FRET-ratio fall versus neutral wells | inhibition, % at 12.3 µM | 0.098% of 340,000 active | AID 743397;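 active = mean replicate inhibition of at least 30% and at least 1% of replicates passing that level; inconclusive = only one of the two criteria is met; inactive = neither criterion is met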;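 also: 0% = median of the neutral control wells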
Shn3 3UTR inh: Schnurri-3 reporter inhibition in Clone20 osteoblasts. Clone20 osteoblast Shn3 3'UTR firefly luciferase, 24 h. inhibition, % at 12.5 µM. 0.52% of 360,000 active;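 active = mean inhibition of at least 75% with every replicate also reaching 75%; inconclusive = mean inhibition at least 75% but some replicate below; inactive = mean inhibition below 75%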;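 also: 0% = median of neutral control wells and 100% = pilot-screen positive control compound; some compounds past the cut are filed as inactive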
NR2E3 ag-1: agonists of human nuclear receptor NR2E3 | Q9Y5X4 | GST-NR2E3/biotin-RetCOR TR-FRET, 1536-well | inhibition of corepressor binding, % at 4.78 µM | 0.12% of 320,000 active | AID 2300;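 active = percent inhibition above the cutoff of mean plus 3 SD of all tested compounds, set per screening campaign, cut at about 20% in these data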;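 also: 0% = DMSO wells and 100% = biotin wells as full block of FRET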
Target sequence (Q9Y5X4 whole entry, looked up): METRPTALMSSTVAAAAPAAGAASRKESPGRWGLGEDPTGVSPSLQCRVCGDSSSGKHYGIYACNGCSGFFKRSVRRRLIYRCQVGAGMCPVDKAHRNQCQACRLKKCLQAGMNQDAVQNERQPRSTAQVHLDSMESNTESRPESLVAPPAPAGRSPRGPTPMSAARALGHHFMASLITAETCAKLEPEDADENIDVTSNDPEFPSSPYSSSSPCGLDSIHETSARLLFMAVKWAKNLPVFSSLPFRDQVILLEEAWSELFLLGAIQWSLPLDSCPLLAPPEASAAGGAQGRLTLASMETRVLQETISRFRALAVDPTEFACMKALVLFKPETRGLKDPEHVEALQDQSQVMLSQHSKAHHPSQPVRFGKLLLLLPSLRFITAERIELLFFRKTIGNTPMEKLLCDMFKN
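System: GST-tagged NR2E3 plus biotinylated RetCOR corepressor; Amount: 1.35 nM GST-tagged NR2E3 final; Dosing: single nominal compound dose of 4.8 µM; Schedule: 5 h incubation at 4 °C; Technique: TR-FRET with europium anti-GST and streptavidin-D2, 340 nm excitation; Controls: biotin wells as high control, 0.6% DMSO wells as low control.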
HIF-2a inh: HIF-2a inhibition; 786-0 RCC cells HIF-2a reporter, luciferase luminescence, overnight; inhibition, % at 18.8 µM; 0.72% of 360,000 active;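 active = inhibition of the luminescence signal of 40% or more relative to plate controls, in a single-dose primary screen at 18.75 µM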
MITF TRPM1 inh: MITF TRPM1 promoter inhibition in SK-MEL-5 cells. AID 488899. SK-MEL-5 TRPM1 promoter luciferase, 24 h. inhibition, % at 12.5 µM. 0.83% of 330,000 active;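 active = mean inhibition across replicates of 60% or more, whatever share of single replicates reaches that level; inconclusive = some that reach 60%, reason not given; inactive = mean inhibition across replicates below 60%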; also: values of inactives mirror those of a sister screen read the other way
PDI turbidity: PDI (human) enzyme inhibition; P07237; AID 588391; 0.052% of 350,000 active; inhibition, % at 10 µM; PDI insulin aggregation turbidity, A650, 90 min;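 active = mean inhibition across replicates of 30% or more, whatever share of single replicates reach that level; inconclusive = mean inhibition below 30% while every single replicate reaches 30%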;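 also: absorbance from insulin aggregation driven by PDI reduction with DTT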
Target sequence (P07237 whole entry, looked up): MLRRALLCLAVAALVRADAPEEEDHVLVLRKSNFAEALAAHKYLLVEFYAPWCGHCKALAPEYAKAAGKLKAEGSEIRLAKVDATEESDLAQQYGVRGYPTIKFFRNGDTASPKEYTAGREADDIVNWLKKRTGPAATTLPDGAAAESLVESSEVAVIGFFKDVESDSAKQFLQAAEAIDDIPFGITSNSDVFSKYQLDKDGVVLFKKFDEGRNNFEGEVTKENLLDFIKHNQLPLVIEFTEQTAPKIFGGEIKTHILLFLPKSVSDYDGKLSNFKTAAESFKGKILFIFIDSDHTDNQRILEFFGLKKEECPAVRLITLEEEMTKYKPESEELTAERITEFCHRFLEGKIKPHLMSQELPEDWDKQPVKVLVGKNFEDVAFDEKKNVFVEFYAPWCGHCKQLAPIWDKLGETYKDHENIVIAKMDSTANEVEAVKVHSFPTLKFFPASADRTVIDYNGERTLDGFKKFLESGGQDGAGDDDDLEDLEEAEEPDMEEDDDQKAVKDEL
CF NFkB block: inhibitors of cystic fibrosis induced NF-kB | KKLEB NF-kB-GFP reporter, PAF-induced, GFP fluorescence overnight | inhibition, % at 5 µM | 0.86% of 360,000 active | AID 588850;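 active = at least 50% inhibition at 5 µM, scaled per plate between neutral and stimulator controls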;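 also: PAF is a Pseudomonas aeruginosa culture filtrate used as stimulus; plate controls were PAF-stimulated DMSO wells for no effect and unstimulated DMSO wells for full effect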
NR2E3 ag-2: human photoreceptor-specific nuclear receptor agonism. Q9Y5X4. CHO-S Gal4-NCOR/VP16-NR2E3 two-hybrid, luciferase. inhibition of corepressor binding, % at 3.98 µM. 0.35% of 360,000 active. AID 602229;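 active = inhibition above the mean of all tested compounds plus 3 SD, cut at about 70% in these data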;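 also: 0% = DMSO with NR2E3 transfected cells and 100% = cells lacking NR2E3 construct; higher means lower luciferase signal from less NR2E3 corepressor binding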
Vif inh: blocks HIV Vif function | HEK293T cells, Vif self-association by quenched fluorescence, imaging, 24 h | inhibition, % at 7.49 µM | 0.35% of 340,000 active | AID 602346; in the data active = inhibition above about 50%, passing the limit was not always enough; inconclusive = no clear call, values can overlap the other calls; inactive = below about 31%; also: some results filed as inactive read as strong as hits
KKLEB cytotox: CF airway cell cytotoxicity counter-screen | KKLEB CF airway cells viability, ATPlite luminescence, overnight; hits give low values; cells stimulated with P. aeruginosa culture filtrate | AID 602141 | 0.36% of 360,000 active | activity change (cytotoxicity), % at 5 µM;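 active = corrected activity change at or below -50% at 5 µM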
Starred values were filed as active, the others as inactive; ? = inconclusive; · = no result given.

SMILES	Peg3 promoter	CaV13 FRET inh	Shn3 3UTR inh	NR2E3 ag-1	HIF-2a inh	MITF TRPM1 inh	PDI turbidity	CF NFkB block	NR2E3 ag-2	Vif inh	KKLEB cytotox
Cc1c2ccccc2nc2c(F)c(NC(C)C)c(F)c(F)c12	-228	-6	-99	-2	-147	-34	0	-29	-55	4	2
Cc1ccc(OCCC(=O)OC(C)C(=O)NC2CC2)cc1 (configuration not stated)	5	-6	5	-1	9	8	-4	4	-10	0	-11
Cc1nc(CC(=O)N2CCN(S(=O)(=O)c3ccccc3C#N)CC2)cs1	7	-5	-12	-4	9	1	8	5	-15	?	6
Cc1ccc(N(Cc2ccc([N+](=O)[O-])cc2)C(=O)c2ccco2)cc1	11	-5	8	-1	5	2	-16	5	-17	1	-6
CSCC(=O)Nc1nc(-c2ccc3c(c2)OCCO3)cs1	-374	2	-59	0	-296	-47	-5	-31	-169	-11	9
O=S(=O)(Nc1cccc2c1ccc1cccn12)c1cccs1	-3	-5	8	-3	-16	-6	-2	-18	-28	-3	-5
CN(Cc1ccccc1)c1nc(CN2CCOCC2)nc2scc(-c3ccccc3)c12	31	-4	12	0	15	-7	12	11	8	1	12
CC(C)(C)CN1CCC(Oc2cccc(C(=O)NCCCOc3cccnc3)c2)CC1	-1	-5	57	-1	11	-8	-17	10	40	2	8
CCN(CC(=O)Nc1ccc(NC(C)=O)cc1)C(=O)Cc1ccccc1F	8	-3	1	3	7	-3	6	0	-13	22	-16
Cc1cccc(N2CCN(C(=O)CS(=O)(=O)Cc3nc(-c4ccccc4F)oc3C)CC2C)c1 (configuration not stated)	2	-6	1	-2	9	·	·	-5	8	-2	22
CCN1C(=O)C(=O)N(CC(=O)Nc2cccc(C(F)(F)F)c2)C1=O	25	-6	20	·	10	14	4	-5	-45	-8	-13
O=C(Nc1cc(C(F)(F)F)ccc1F)C1CCCCC1	9	-9	-4	5	-12	-5	1	6	8	6	-5
CN=C(NC(=O)Nc1c(C)cccc1C)NC(=O)Nc1c(C)cccc1C	16	-10	13	0	12	7	-8	9	-6	8	5
CCCC(=O)c1ccc(N2CCN(C(=O)c3ccc(Br)cc3)CC2)c(F)c1	24	·	58	5	14	13	-7	-9	12	4	1
O=C(CSCc1ccc([N+](=O)[O-])cc1)Nc1ccccc1C(=O)O	-14	-5	-11	1	-4	3	10	6	-4	9	3
O=C(Nc1ccccc1C(=O)Nc1ccccn1)c1cc(F)c(F)cc1Cl	14	-6	18	·	17	2	-7	0	0	1	4
CC(C)c1ccc(/C=N/NC(=O)c2nnn(-c3nonc3N)c2CSC2=NCCS2)cc1	-122	-6	-7	3	11	-10	-4	-14	-28	-14	27
C/C(=C\C(=O)c1ccccc1)Nc1ccc(Cl)c(Br)c1	7	·	12	0	-117	-12	-3	-3	6	·	5
COc1ccc(NC(=O)Nn2cnnc2)cc1OC	2	-5	31	-4	13	5	1	6	-20	-12	4
CCOC(=O)C1CCCN(C(=O)c2ccc([N+](=O)[O-])c(C)c2)C1 (configuration not stated)	-4	-4	-15	4	15	2	1	10	-9	-8	-1
Cc1cccc(OCc2nnc(SCc3nc4cc(C(F)(F)F)ccc4c(=O)[nH]3)o2)c1	9	·	-1	4	17	0	1	6	23	·	1
O=C(Nc1cccc(S(=O)(=O)N2CCCCC2)c1)C1=NN(c2ccccc2)C(=O)CC1	18	-6	9	1	18	39	7	9	-19	-2	-22
Cc1ccccc1OCCN1C(=O)C(=O)c2cccc(C)c21	18	-10	-10	-2	15	2	-2	18	-17	-14	-17
CCOc1ccc(C(C)C)cc1S(=O)(=O)N1CCN(C(=O)c2ccco2)CC1	15	-1	-3	-4	8	5	-5	3	-19	-2	-5
CCCCN(Cc1cc2ccccc2[nH]c1=O)S(=O)(=O)c1ccc(C)cc1	-20	-2	-2	2	-131	12	·	6	-22	3	-18
More results.
SMILES	Peg3 promoter	CaV13 FRET inh	Shn3 3UTR inh	NR2E3 ag-1	HIF-2a inh	MITF TRPM1 inh	PDI turbidity	CF NFkB block	NR2E3 ag-2	Vif inh	KKLEB cytotox
O=C(O)c1cccc(O)c1O	6	-4	13	-1	9	2	-1	-3	-16	-2	1
COc1ccc(NS(=O)(=O)c2cccc(Cl)c2Cl)cc1S(=O)(=O)N1CCCCC1	21	-3	48	0	10	12	-3	-10	34	-2	0
CC1CC(C)CN(CCCNC(=O)Cn2ncc3c(=O)oc4ccccc4c32)C1 (configuration not stated)	11	-7	-15	0	-2	·	·	9	-20	·	-9
COc1ccc(NC(=O)CN(C)C(=O)c2ccc(-c3cccc(C(F)(F)F)c3)o2)cc1	-20	-2	3	-2	-29	-8	0	0	-19	-2	-4
O=C(C[n+]1ccc(-c2cc(C(=O)Nc3cccc(C(F)(F)F)c3)c3ccccc3n2)cc1)c1cccc([N+](=O)[O-])c1	89*	-5	9	-3	17	-1	-4	11	15	4	-4
COCc1cc(C)nc(NCCc2ccccc2)c1C#N	-32	-5	-14	-1	-49	21	-4	2	-41	-5	-1
OCC1OC(n2cnc3c(NCc4ccccc4O)ncnc32)C(O)C1O (configuration not stated)	71*	-4	77	·	-25	59	4	30	72*	2	-54*
COc1ccc(CCNC(=O)c2cc3c(=O)n4ccccc4nc3n(CCCN3CCOCC3)c2=N)cc1	14	-6	13	3	17	-10	8	21	-9	9	-12
Cc1cccc(NC(=S)N/N=C2/CCCCc3ccccc32)c1	-27	-5	13	0	-71	9	1	-16	15	4	-2
CCC(CC)C(=O)Nc1cc([N+](=O)[O-])ccc1F	4	-5	9	-1	16	7	-2	-7	-6	5	3
COc1cc(NC(=S)N2CCN(C)CC2)cc(OC)c1	7	-4	3	5	15	-5	-8	11	-20	5	-3
O=C(O)C1CCCC2CN3CCc4c([nH]c5ccccc45)C3C(O)C21 (configuration not stated)	30	-3	2	0	6	0	-29	0	-5	-1	-3
O=C(Nc1cc(=O)[nH]c2ncnn12)c1ccc(Cl)cc1Cl	3	-7	5	2	4	-2	-10	-7	8	-37	2
CN(Cc1ccco1)C(=O)CN1C(=O)NC(c2ccccc2)(c2ccccc2)C1=O	2	-4	11	·	21	-12	4	15	-10	·	-3
Cc1ccc(S(=O)(=O)Nc2ccc3c(c2)C(=O)c2ccccc2-3)cc1	14	-12	-30	·	1	·	·	-12	-23	·	0
CCn1c(SCc2nc3sc(C(=O)O)c(C)c3c(=O)[nH]2)nnc1-c1ccc(Cl)cc1	5	-5	-11	0	20	8	11	1	-9	-3	1
COc1ccc(NC(=O)CSc2nc3ccccc3c(=O)n2CCNC(C)=O)c(OC)c1	8	-5	-35	-4	0	-5	6	-3	-23	5	0
COc1cc(-c2nc3ccccn3c2N)ccc1O	0	-2	13	-5	10	4	9	-11	-3	11	0
CCn1c(SCC(=O)Nc2ccccc2OC)nc2ccccc2c1=O	23	-5	25	0	24	5	-5	-5	16	-1	-2
O=C(COc1ccccc1Cl)NCCCNC(=O)c1cnccn1	6	-3	-2	0	5	1	-5	10	-9	-46	0
Cc1ccc(C)c(CNS(=O)(=O)c2c(C)[nH]c(C)c2C(=O)N2CCCC2)c1	-6	-7	4	0	11	-9	7	12	-2	10	8
Oc1ccc(NC(=S)Nc2ccc(O)cc2)cc1	8	-2	11	1	6	3	-4	-12	-23	1	-2
Cn1cnc2nc3n(c2c1=O)CCC3	6	-5	8	0	3	6	-3	0	-4	-7	-5
CC(C)CNC(=O)c1ccccc1NC(=O)CN(c1ccc2c(c1)OCCO2)S(C)(=O)=O	-1	·	-20	4	11	11	10	-20	16	-3	14
Cc1ccc(-n2ncc3c(=O)n(CC(=O)NC4CCCC4)cnc32)cc1C	3	·	18	0	6	13	-16	2	1	16	-23
More structures:
SMILES	Peg3 promoter	CaV13 FRET inh	Shn3 3UTR inh	NR2E3 ag-1	HIF-2a inh	MITF TRPM1 inh	PDI turbidity	CF NFkB block	NR2E3 ag-2	Vif inh	KKLEB cytotox
Cc1ccc(C)c(OCC(=O)N2CCOCC2)c1	-15	-4	-12	0	4	2	3	0	-16	6	1
O=C(CN1C(=O)c2ccccc2S1(=O)=O)NCc1ccc(F)cc1	15	-6	-10	-2	7	-6	-6	-16	3	·	-7
C[n+]1c2n(c3ccccc31)N=C(c1cc(C(C)(C)C)c(O)c(C(C)(C)C)c1)CS2	86*	-7	90*	3	2	0	-1	36	-4	3	-26
C#CCN1N=C(c2ccc(C)cc2)CSC1=O	-5	-15	0	0	-19	·	0	2	-12	17	-11
N#CCc1ccc(C(=O)c2ccccc2F)s1	-32	-3	-10	-1	-39	-15	?	2	-16	5	3
COc1ccc2cc(-c3[nH]ncc3CN3CCCN(c4ccccc4)CC3)ccc2c1	18	-1	20	5	-111	-23	5	35	-34	1	-18
CCOC(=O)N1CCC(NC(=O)c2ccc(CS(=O)c3cccc(C)c3)o2)CC1 (configuration not stated)	14	-14	5	0	1	-4	2	-16	9	-4	22
CC(C)c1ccc(S(=O)(=O)N2CCN(CC(=O)c3ccc(O)c(O)c3)CC2)cc1	9	-3	21	2	13	6	6	-10	-4	-24	8
Cc1cc(NC(=O)C2CC(c3ccc(Cl)cc3)=NO2)no1 (configuration not stated)	4	·	10	-3	23	-2	2	9	-16	0	-4
Cc1[nH]c2ccccc2c1/C=N/Nc1cccc(C(=O)O)c1	-92	-3	-12	-6	-24	-7	10	-17	-103	3	3
CCn1nc(C)c(CNC(=O)C2CCC(=O)N(Cc3cccc(F)c3)C2)c1C (configuration not stated)	12	-6	-6	2	2	-6	-5	-14	-28	-5	20
CN1c2ccccc2Oc2c(c(=O)n(C)c(=O)n2C)C1c1cccc([N+](=O)[O-])c1 (configuration not stated)	8	·	0	1	11	-4	-16	-1	-26	·	4
Cc1ccccc1-c1nc(S(=O)(=O)c2ccccc2)c(NCCCN2CCOCC2)o1	11	-5	-2	·	8	-7	6	7	-3	7	-2
O=S(=O)(NCC(c1cccnc1)N1CCOCC1)c1ccc(Cl)cc1 (configuration not stated)	18	-4	-4	0	16	11	-9	1	-9	0	7
Nc1nc(SCc2ccccc2)c2[nH]cnc2n1	-11	-18	16	-3	-37	-8	-3	22	-19	7	-22
CC(=O)c1c(C)[nH]c(C(=O)OCC(=O)Nc2sc3c(c2C#N)CCCC3)c1C	9	-3	63	0	12	7	-10	-24	7	·	-1
